TrxR1 substrate – is turned over as a substrate by rat TrxR1; O89049; purified TrxR1 substrate turnover, NADPH consumption readout; Potency, µM (series often up to 114 µM), for the others: top-dose activity change, negative = substrate turnover; 390,000 compounds, 0.01% hits; AID 588456; note: potency is the fitted concentration of half-maximal effect; % is set by controls: 0 for no effect and ±100 for the full control effect; nearly all actives have a fitted effect of over 50% in size
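Rat TrxR1, dispensed at 90 nM, was prereduced with 400 uM NADPH (final) for 5 min at ~22 deg C, then incubated with compound 15 min before 400 uM selenite. A first-read NADPH fluorescence drop versus no-compound background flagged substrates.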
D2 agonist – D2 dopamine receptor (human) agonism; AID 485358; P14416; 340,000 compounds, 0.53% hits; HEK293 T-REx D2 cells, calcium flux agonist mode; activation, % at 2 µM;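 active = activation over 3 SD above normal in the single-dose calcium agonist read, cut at about 30% in these data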; note: 0% is about no effect
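Calcium-flux readout, 1 cycle/sec over 180 s following compound pin transfer, in inducible HEK293 Trex D2 cells (force-coupled); dopamine controls included. Positive calcium responses during this window marked compounds as potential agonists.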
mIDH1 inhibitor – blocks human mutant IDH1 R132H enzyme. Potency, µM (highest dose often 76.6 µM), for the others: at the highest dose activity change, negative = inhibition, actives largely listed as inhibitors. 390,000 compounds, 0.093% hits. O75874. IDH1-R132H enzyme, NADPH consumption, diaphorase/resazurin fluorescence; note: potency is the fitted concentration of half-maximal effect; % is set by controls: 0 for no effect and ±100 for the full control effect; nearly all actives have a fitted effect of over 65% in size
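IDH1-R132H (0.5 ug/mL) preincubated 30 min with compound, then NADPH (0.016 mM) and alpha-KG (2 mM) added; 80 min at RT, pH 7.5. Remaining NADPH coupled via diaphorase/resazurin to fluorescence (540/590 nm); concentration-response curves normalized to no-enzyme control.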
TRHR agonist – TRH receptor (human) agonism. P34981. TRHR cells, calcium flux fluo-8, FDSS agonist mode. activation, % at 2 µM. 360,000 compounds, 0.18% hits; in the data active = activation above about 30%; note: 0% is about no effect
Target sequence (P34981 whole entry, looked up): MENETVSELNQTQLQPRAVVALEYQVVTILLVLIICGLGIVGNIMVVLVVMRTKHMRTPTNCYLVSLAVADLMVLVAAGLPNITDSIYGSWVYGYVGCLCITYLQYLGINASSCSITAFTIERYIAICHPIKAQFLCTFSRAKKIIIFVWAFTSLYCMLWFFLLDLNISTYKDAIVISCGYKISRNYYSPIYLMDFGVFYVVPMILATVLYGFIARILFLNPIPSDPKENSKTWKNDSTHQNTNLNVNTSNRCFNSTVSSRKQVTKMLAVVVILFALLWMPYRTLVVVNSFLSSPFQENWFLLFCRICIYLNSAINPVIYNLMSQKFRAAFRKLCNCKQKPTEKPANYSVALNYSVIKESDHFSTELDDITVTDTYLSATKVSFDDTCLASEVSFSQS
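In this calcium-flux screen, cells bearing human TRHR are dye-loaded with fluo-8, baselined for 10 cycles, then exposed to library compounds; positive kinetic calcium responses during the agonist phase mark hits, with TRH as control.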
D2 antagonist – D2 dopamine receptor (human) antagonism | inhibition, % at 10 µM | AID 485344 | P14416 | HEK293 TREx D2 cells, calcium flux, dopamine EC80 | 340,000 compounds, 2% hits; in the data active = inhibition above about 30%; note: 0% is about no effect
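HEK293 T-REx D2 cells, tet-induced, calcium dye no-wash. Cpd pintool add, 180 s kinetic, then EC80 DA, 180 s kinetic. Ca flux read.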
USP1-UAF1 inh – USP1/UAF1 (human) deubiquitinase inhibition; O94782; recombinant USP1/UAF1, Ub-Rhodamine cleavage fluorescence; Potency, µM (doses to about 57.1 µM), for the others: at the top dose activity change, negative = inhibition, usual class: inhibitors; 390,000 compounds, 0.23% hits; AID 743255; note: potency is the fitted concentration of half-maximal effect; % is set by controls: 0 for no effect and ±100 for the full control effect; nearly all actives have a fitted effect of over 60% in size; inactives centre near -12
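1 nM enzyme complex + cpd, 15 min RT; start with Ub-Rho 150nM final; kinetic fluorescence ex 480/em 540, 6 reads q60 s. Buffer 50mM HEPES pH 7.8, 0.5mM EDTA, 0.1 mg/ml BSA, 1mM TCEP, 0.01% Tween-20.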
rTrxR1 inhibitor – rat TrxR1 inhibition | recombinant rTrxR1, NADPH fluorescence consumption, selenite substrate | Potency, µM (series often up to 114 µM), for inactives: at the top dose activity change, negative = inhibition, usual class: inhibitors | 390,000 compounds, 1% hits; note: potency is the fitted concentration of half-maximal effect; % is set by controls: 0 for no effect and ±100 for the full control effect; nearly all actives have a fitted effect of over 65% in size
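Rat TrxR1 (90 nM in the dispensed reagent) was pre-reduced with 400 uM NADPH for 5 min at room temperature, then incubated with compound for 15 min. After 400 uM selenite was added, NADPH fluorescence (Ex 340/Em 450 nm) was followed for 8 min.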
TRHR PAM – TRH receptor (human) allosteric enhancement; TRHR cells, fluo-8 calcium fluorescence, EC20 TRH enhancement; 360,000 compounds, 0.66% hits; P34981; enhancement, % at 2 µM; in the data active = enhancement above about 30%; note: 0% is about no effect
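Enhancer read-out: after compound pinning and an initial kinetic agonist-mode read, an EC20 of TRH (10 nM final) was injected and fluo-8 calcium signal (Ex 480/Em 530) followed at 1 s/cycle for 100 cycles in TRHR-expressing cells.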
PI4K2A inh – inhibitors of human PI4K2A; Q9BTU6; purified PI4K2A, ADP-Glo luminescence, 1 h; hits give low values; activity change, negative = inhibition, % at 76.9 µM; 420,000 compounds, 0.13% hits; AID 1346378; in the data active = activity change below about -50%; inconclusive = mostly about -30% to -49%;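 note: -100% = wells without enzyme as full effect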
Target sequence (Q9BTU6 whole entry, looked up): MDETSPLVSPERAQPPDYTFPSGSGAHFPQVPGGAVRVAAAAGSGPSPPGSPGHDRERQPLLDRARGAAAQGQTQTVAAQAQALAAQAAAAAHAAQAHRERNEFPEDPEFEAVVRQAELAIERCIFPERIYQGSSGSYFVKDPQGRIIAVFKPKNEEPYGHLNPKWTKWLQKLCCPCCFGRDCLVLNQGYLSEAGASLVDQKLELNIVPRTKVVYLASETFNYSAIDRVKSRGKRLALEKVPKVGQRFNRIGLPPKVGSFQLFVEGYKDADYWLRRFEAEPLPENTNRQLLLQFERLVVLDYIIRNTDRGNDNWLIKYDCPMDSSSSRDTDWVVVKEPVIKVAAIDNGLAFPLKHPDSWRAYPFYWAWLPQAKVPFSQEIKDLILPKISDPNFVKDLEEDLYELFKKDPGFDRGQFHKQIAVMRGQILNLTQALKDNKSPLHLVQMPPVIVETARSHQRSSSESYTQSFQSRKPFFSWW
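Compounds are screened against recombinant PI4K2A using PI as substrate and ATP, the latter dispensed at 300 microM. Reactions run one hour at ambient temperature before ADP-Glo detection; full inhibition defined by wells lacking enzyme.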
* = called active by the depositor; ? = inconclusive; . = no result given; [ ] = another dose, or the depositor's remark. Unless noted, calls come from the whole dose curve; as a rule, active = well fitted inhibition curve with a large enough effect; inconclusive = small, poorly fitted or top-dose-only effect; inactive = no such curve, though single readings can be large or run the other way. Not a hit list. About 3.9% of those tested had a hit in this group.

Structure,TrxR1 substrate,D2 agonist,mIDH1 inhibitor,TRHR agonist,D2 antagonist,USP1-UAF1 inh,rTrxR1 inhibitor,TRHR PAM,PI4K2A inh
Cc1ccccc1NC(=S)NC1CC2CCC(C1)N2Cc1ccco1 (stereo not given),11%,0.2,3%,-0.2,39*,-14%,-6%,-5,3
CCCCNC(=O)CSc1nc(O)cc(=O)n1C1CCCC1,4%[57.1 µM],-4.6,-4%,0.0,-11,-9%,-4%[57.1 µM],-4,-6
O=C(NC(=S)Nc1ccccc1)c1cncc(C#Cc2ccccc2)c1,0%,0.3,-3%,1.1,-12,-14%,14%,8,18
Cc1ccccc1Cn1nnc(-c2ccc(C(=O)O)cc2)n1,7%[57.1 µM],1.0,-11%,0.2,9,-15%,18%[57.1 µM],-9,-1
CC(C)(C)OC(=O)N1CCC[C@H]1C(=O)Nc1ccc(S(=O)(=O)C(F)F)cc1,-2%,0.3,-3%,0.4,0,-2%,5%,8,3
Cc1cn2c(=O)cc(COC(=O)c3cccc(NC(=O)C(C)Oc4ccccc4)c3)nc2s1 (stereo not given),7%[57.1 µM],-0.5,-4%,-0.2,.,-25%,22%[57.1 µM],3,-2
COc1ccc(NC(=O)c2cccc3c2C(=O)N(CC2CCCO2)C3)cc1OC (stereo not given),3%[57.1 µM],-0.3,12%,0.7,3,-10%,18%[57.1 µM],4,-3
Cc1cc2c(c(=O)o1)C(c1cccs1)C(C#N)=C(N)O2 (stereo not given),5%,0.5,10%,-2.8,-20,-18%,?,3,5
COc1ccc(-c2cc(C(F)(F)F)n3ncc(C(=O)NCC4CCCO4)c3n2)cc1 (stereo not given),40%[activator][57.1 µM],0.1,-4%,0.0,-10,6%,7%[57.1 µM],4,-7
COc1cc2c(cc1OC)C(CC(=O)O)N(C(=O)Nc1cc(OC)c(OC)c(OC)c1)CC2 (stereo not given),3%[57.1 µM],2.0,-11%,0.4,.,12%,11%[57.1 µM],-2,1
Oc1ccc(Cl)cc1-c1cc(-c2ccccc2)n[nH]1,-2%,-0.1,-3%,1.6,4,10%,7%,3,1
CCN1CCN(C(=O)c2cc3cc4ccc(OC)cc4nc3s2)CC1,161%[activator],-0.1,0%,-0.6,-27,-4%,20%,0,5
N#Cc1sc2nc(-c3ccccc3)cc(-c3ccco3)c2c1N,16%[11.4 µM],0.5,5%,0.8,62*,4µM*,-49%[57.1 µM],-1,?
C[C@H](NC(=O)c1ccccc1Cl)C(=O)NCc1cccs1,1%,-0.1,-1%,0.3,2,-26%,2%,0,-3
COc1ccc(S(=O)(=O)N2CCN(c3ccccc3OC)CC2)cc1C(=O)N1CCCCC1,-3%,0.7,4%,-0.3,-16,-17%,9%,10,-5
Cc1ccc(-n2c3nc(=O)[nH]c(=O)c-3cc3c(C)nn(-c4ccccc4)c32)cc1C,21%,-0.3,-2%,-1.1,.,-1%,-31%,-1,2
CCN(Cc1ccccc1)S(=O)(=O)c1c(N)n(C)c(=O)n(C)c1=O,10%,-0.4,-7%,-0.2,-7,-6%,26%,-1,-3
CCCc1nnc(SCc2ccc(C(=O)OC)o2)n1N,-7%,0.4,7%,-0.6,6,-22%,-15%,8,-1
COc1ccc(Nc2nc3ccccc3n3c(N)nnc23)cc1,-5%,-1.6,-8%,0.4,.,-17%,0%,6,0
CCNc1ccc(C(=O)OCC(=O)NCc2ccccc2Cl)cc1[N+](=O)[O-],-5%,-0.5,-4%,-0.4,0,-13%,-7%,5,3
O=C1CCCC2=C1C(c1ccccn1)Nc1ccc(C(=O)c3ccccc3)cc1N2 (stereo not given),-5%,-0.3,0%,-0.1,12,-3%,-14%,1,-1
Cc1ccc(OCCCNCCO)c(Br)c1,3%,0.6,5%,0.9,39*,-21%,?,2,2
COc1ccc(/C(O)=C2\C(=O)C(=O)N(Cc3ccco3)C2c2cc(OC)ccc2OC)cc1 (stereo not given),-2%,0.2,-1%,0.0,24,-30%,-4%,-2,0
CCN(c1ccc(NC(=O)CCNC(=O)c2ccco2)cc1)C(C)C,2%,-0.2,-5%,-0.3,-2,-17%,24%,2,3
CCOC(=O)CNC(=O)CSc1nnc(-c2cccc(C)c2)n1-c1ccc(OC)cc1,5%[57.1 µM],-0.5,2%,-0.4,2,-9%,-2%,3,4

Single records, as listed above. Order of values: TrxR1 substrate	D2 agonist	mIDH1 inhibitor	TRHR agonist	D2 antagonist	USP1-UAF1 inh	rTrxR1 inhibitor	TRHR PAM	PI4K2A inh
`COc1ccc(Nc2nc3ccccc3n3c(N)nnc23)cc1` is entered as -5%	-1.6	-8%	0.4	.	-17%	0%	6	0
`COc1ccc(S(=O)(=O)N2CCN(c3ccccc3OC)CC2)cc1C(=O)N1CCCCC1` is entered as -3%	0.7	4%	-0.3	-16	-17%	9%	10	-5

Returning to the listing, starting two compounds before the break.
Structure,TrxR1 substrate,D2 agonist,mIDH1 inhibitor,TRHR agonist,D2 antagonist,USP1-UAF1 inh,rTrxR1 inhibitor,TRHR PAM,PI4K2A inh
CCN(c1ccc(NC(=O)CCNC(=O)c2ccco2)cc1)C(C)C,2%,-0.2,-5%,-0.3,-2,-17%,24%,2,3
CCOC(=O)CNC(=O)CSc1nnc(-c2cccc(C)c2)n1-c1ccc(OC)cc1,5%[57.1 µM],-0.5,2%,-0.4,2,-9%,-2%,3,4
O=C(CCN1C(=O)c2ccccc2C1=O)C1=NN[C@@H]2C(=O)N(c3cccc(F)c3)C(=O)[C@H]12,-8%,0.9,6%,-0.4,12,-1%,-17%,-1,3
COc1ccc(C(CNC(=O)CSc2ccccc2F)N2CCOCC2)cc1 (stereo not given),-3%,1.9,-6%,-0.7,3,3%,4%,3,-1
COc1cc(C)c(S(=O)(=O)n2nnc3ccccc32)cc1C,2%,.,8%,-0.3,.,-10%,19%,2,1
NC(=O)c1ccsc1NC(=O)CN1CCN(S(=O)(=O)c2ccccc2C(F)(F)F)CC1,-6%,.,-3%,.,.,-20%,24%,.,2
CC(C)NC(=O)CSc1nncn1-c1ccccc1,0%[57.1 µM],0.8,3%,-0.2,19,-10%,11%[57.1 µM],7,0
Cn1ncc(N=Cc2ccccc2O)c1C(=O)Nc1ccccc1,-6%,1.0,1%,0.1,-14,-15%,8%[57.1 µM],0,-3
O=C(COc1ccc(-c2ccccc2)cc1)N1CCN(S(=O)(=O)Cc2ccccc2)CC1,-1%,0.2,-2%,-0.1,4,-13%,20%,-12,-3
CC(=O)N/C(=C\c1ccccc1)C(=O)OC/C=C/c1ccccc1,-1%,-0.2,0%,0.6,0,-28%,6%,-4,-1
CCCc1cc(=O)[nH]c(SCC(=O)Nc2ccc(Cl)c(S(=O)(=O)N3CCOCC3)c2)n1,-2%,-0.1,-4%,0.1,-4,-24%,3%,1,-6
Cc1ccc(NC(=O)Nc2ncccc2C)cc1,0%[57.1 µM],0.3,2%,-0.4,-25,2%,13%[57.1 µM],7,1
COC(=O)CCC(=O)NNC(=O)CCC(=O)Nc1cccc(Cl)c1C,18%,1.5,1%,0.2,3,-13%,11%[57.1 µM],-4,3
COc1cccc(C2=NN(C(=O)c3ccco3)C(c3ccco3)C2)c1 (stereo not given),5%,-2.4,16%,-0.4,-25,-18%,?,-3,-7
COc1ccc(Oc2c(O)c3ccccc3n(C)c2=O)cc1,0%,4.5,22%,0.3,0,-13%,7%,6,4
COc1ccc(N=C2SC(C(=O)N3CCN(c4ccc([N+](=O)[O-])cc4)CC3)CC(=O)N2C)cc1 (stereo not given),-5%,0.8,11%,0.1,-3,-21%,11%,2,-2
COc1ccc2[nH]c3c(c2c1)CCN1C(=O)C(CC(=O)NCC24CC5CC(CC(C5)C2)C4)C[C@H](C(=O)N2CCOCC2)[C@@]31C (stereo not given in full),-8%,.,-5%,.,.,-26%,-12%,.,-3
CCOc1ccc(N(C)S(=O)(=O)c2ccc(-c3ccc(=O)[nH]n3)s2)cc1,-1%,0.4,-11%,0.6,15,-13%,2%,0,-15
COc1ccc(-c2[nH]ncc2CN2CCN(c3ccc(F)cc3)CC2)cc1,5%,0.9,11%,0.3,-18,-16%,16%,0,-3
O=C(c1cccc(F)c1)N1CCN(c2cc(N3CCCCC3)c(F)cc2[N+](=O)[O-])CC1,-9%,-0.5,0%,0.6,-5,-5%,5%,-4,-4
COC(=O)[C@H](CCSC)NC(=O)NCCC1=CCCCC1,6%,0.5,0%,-0.8,-1,-6%,0%,3,1
CN1CCN(CC(=O)Nc2ccc(OC(F)(F)F)cc2)CC1,-17%[57.1 µM],1.3,9%,-0.3,1,-13%,19%[57.1 µM],-3,-4
CC(=O)c1cn(CC(=O)NCc2ccc3c(c2)OCO3)c2ccccc12,-1%,1.1,14%,0.3,11,-14%,2%,-11,5
COc1ccc(CNC(=O)COC(=O)CCC2CCCCC2)cc1,-9%,-0.7,6%,-1.2,-3,-21%,-4%,-2,-1
COCCn1nnnc1C(C(C)C)N1CCCC(C)C1 (stereo not given),3%,-0.3,10%,0.2,-1,-11%,12%,0,-8
CC(C)Cn1cnc2c(=O)oc3ccccc3c21,13%,0.5,9%,-0.3,-7,3%,29%,0,-12
O=S1(=O)[C@H]2C[C@@H]3C=C[C@@]2(CN1Cc1cccc(Cl)c1)O3,14%[57.1 µM],-0.5,-15%,0.1,16,11%,23%[57.1 µM],-5,-1
COc1ccc(C2=CC(=O)CCC2)cc1,-2%[57.1 µM],.,-5%,.,.,-2%,-22%[57.1 µM],.,0
COc1cccc(/C=N/Nc2cc(-n3nc(C)cc3-c3ccccc3)ncn2)c1O,-5%,-0.9,4%,0.1,-3,-18%,-15%,5,2
O=C(NCc1ccc(F)cc1)C(c1ccco1)N(C(=O)c1csnn1)c1ccccc1 (stereo not given),6%,0.9,11%,-0.7,-1,-1%,13%[0.457 µM],-3,6

Screening results as filed in PubChem BioAssay.
